# Bioassay records from PubChem.
# A549 tox: A549 cytotoxicity, counter-screen for Nrf2 inhibitors. A549 ARE-Fluc cells, CellTiter-Fluor viability, 18-24 h. Potency, µM (doses to about 46 µM), inactives show top-dose activity change, negative = cytotoxicity, usual class: inhibitors. 390,000 compounds, 0.16% hits. AID 504648; further: potency means the concentration at half of the fitted maximal effect; on the % scale 0 is the no-effect control and ±100 the full control effect
#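 Cytotoxicity counterscreen: CellTiter-Fluor fluorescence was measured in A549 ARE_Fluc cells after 18-24 h of compound exposure in a concentration series. The subsequent BugLite luminescent read reports ARE-luciferase activity.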
# ATXN viability: viability counter-screen for ATXN expression inhibitors; 400,000 compounds, 0.49% hits; AID 651635; Potency, µM (top dose mostly 56.7 µM), actives largely listed as cytotoxic; S2 cells (HEK-293 line with an ATXN2-luciferase reporter) viability, CellTiter-Fluor protease fluorescence, 24 h; further: potency means the concentration at half of the fitted maximal effect; nearly all actives have a fitted effect of over 40% in size
# TGFb SMAD3 inh: TGF-b pathway inhibition. HepG2 CAGA-GFP TGF-b/SMAD3 reporter, GFP fluorescence, 18 h; TGF-beta stimulated, 500 pg/mL final. Potency, µM (top dose mostly 46.1 µM), inactives show at the highest dose activity, negative = inhibition, most hits filed as inhibitors. 410,000 compounds, 1.2% hits. AID 588855; further: potency means the concentration at half of the fitted maximal effect; on the % scale 0 is the no-effect control and ±100 the full control effect; nearly all actives have a fitted effect of over 65% in size
#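 First, reporter cells (HEPG2 CAGA-GFP) rested 2 h at 37 degrees C. Next, compounds were pinned in and TGF-beta added to 500 pg/mL final. After 18 h, GFP was imaged per cell and summed per well.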
# Nrf2 ARE act: activates Nrf2 signaling; AREc32 ARE-luciferase reporter (MCF7-derived line), luminescence, 24 h; Potency, µM (titrated, usually from 46.1 µM), for inactives: top-dose activation, actives largely listed as activators; 410,000 compounds, 0.31% hits; AID 624171; further: potency means the concentration at half of the fitted maximal effect; % of control where 0% means no effect; nearly all actives have a fitted effect of over 65% in size
#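 Cells of the AREc32 ARE-luciferase line are plated in OPTI-MEM containing 5% FBS and left overnight at 37 deg C. Compounds are pinned in, incubation continues 24 hr, and firefly luciferase signal is then measured.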
# IL-2 act: activators of IL-2; activation, % (series mostly up to about 46 µM); AID 652025; 360,000 compounds, 0.065% hits; IL-2 activation reporter assay, cell-based qHTS; stimulated with anti-CD3/CD4/CD28 beads; in transgenic mouse T cells; in the data active means activation above about 50%; inconclusive means mostly about 30% to 49%; further: 0% is about no effect
#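 Quantitative HTS in unstimulated transgenic mouse T cells, with memory T cells as non-tolerant control and PMA/ionomycin as tolerance-bypass control. Compound pretreatment lasted 60 minutes before 18 h bead stimulation; EGFP/DsRed fluorescence read.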
# ATXN2 expr inh: inhibitors of ATXN2 expression. HEK-293 ATXN2-luciferase reporter, luminescence, 24 h. Potency, µM (top dose mostly 57 µM), for the others: top-dose activity change, negative = inhibition, actives largely listed as inhibitors. 360,000 compounds, 0.72% hits. AID 1745845; further: potency means the concentration at half of the fitted maximal effect; on the % scale 0 is the no-effect control and ±100 the full control effect; nearly all actives have a fitted effect of over 55% in size
#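 qHTS (up to 57 uM final) was run with 24 h compound exposure of reporter cells at 37 °C. Each well was multiplexed: SteadyGlo luminescence measured ATXN2-luciferase expression after a fluorogenic Gly-Phe-AFC viability readout (25 uM final).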
# HepG2 tox: counter-screen for TGF-b inhibitors: cytotoxicity in HepG2 cells; HepG2 CAGA-GFP viability, ATP luminescence, 18 h; 410,000 compounds, 0.76% hits; Potency, µM (highest dose often 46.1 µM), for inactives: at the top dose activity change, negative = cytotoxicity, hits mostly cytotoxic; AID 588856; further: potency means the concentration at half of the fitted maximal effect; some results filed as inactive show a strong effect at the top dose
#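 CellTiter-Glo luminescence gave cytotoxicity after 18 hours at 37 degrees C. The cells were HepG2 CAGA-GFP in 1% FBS DMEM, stimulated with 500 pg/mL TGF-beta after compound addition. %Activity was normalised to no-cell wells (complete cell-killing) and DMSO (no toxicity), and curves were fitted and classified.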
# EPAC2 ag: EPAC2 (human) agonism. Q8WZA2. EPAC2 activation, biochemical qHTS; response scale: 100% = 6.5 mM cAMP response. Potency, µM (series often up to 154 µM), without a hit: top-dose activation, most hits filed as activators. 360,000 compounds, 0.079% hits. AID 720711; further: potency means the concentration at half of the fitted maximal effect; nearly all actives have a fitted effect of over 50% in size
# Target sequence (Q8WZA2 whole entry, looked up): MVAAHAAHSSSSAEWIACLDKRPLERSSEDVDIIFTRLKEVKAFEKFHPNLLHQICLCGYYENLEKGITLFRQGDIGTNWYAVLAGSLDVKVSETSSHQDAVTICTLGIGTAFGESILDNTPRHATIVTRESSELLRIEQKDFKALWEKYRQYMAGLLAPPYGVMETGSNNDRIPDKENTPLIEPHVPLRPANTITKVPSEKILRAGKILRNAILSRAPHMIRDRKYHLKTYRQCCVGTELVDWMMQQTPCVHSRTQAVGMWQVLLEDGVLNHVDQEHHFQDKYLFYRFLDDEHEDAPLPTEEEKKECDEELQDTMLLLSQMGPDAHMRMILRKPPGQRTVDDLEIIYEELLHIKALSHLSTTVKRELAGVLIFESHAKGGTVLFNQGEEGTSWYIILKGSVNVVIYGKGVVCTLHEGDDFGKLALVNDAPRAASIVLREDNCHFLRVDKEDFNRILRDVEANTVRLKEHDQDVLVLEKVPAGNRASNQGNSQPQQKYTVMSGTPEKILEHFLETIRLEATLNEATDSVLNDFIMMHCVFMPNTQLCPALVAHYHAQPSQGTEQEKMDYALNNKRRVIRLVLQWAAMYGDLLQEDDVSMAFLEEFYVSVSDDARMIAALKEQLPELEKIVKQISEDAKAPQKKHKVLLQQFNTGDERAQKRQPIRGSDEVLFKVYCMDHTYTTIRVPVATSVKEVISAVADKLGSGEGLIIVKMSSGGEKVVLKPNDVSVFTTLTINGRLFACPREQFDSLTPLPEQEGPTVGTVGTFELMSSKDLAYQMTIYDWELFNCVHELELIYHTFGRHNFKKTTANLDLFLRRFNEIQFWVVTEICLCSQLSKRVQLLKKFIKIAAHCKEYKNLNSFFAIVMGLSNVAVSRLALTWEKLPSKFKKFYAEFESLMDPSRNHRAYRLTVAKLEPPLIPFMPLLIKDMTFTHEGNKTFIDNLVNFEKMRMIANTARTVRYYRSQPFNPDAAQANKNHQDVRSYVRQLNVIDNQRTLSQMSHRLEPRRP
#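 Each well held 100 nM EPAC2, 250 nM RAP1B-BODIPY-GDP and 50 uM GDP. Fluorescence, read at 5-min intervals to 30 min, was referenced to a 6.5 mM cAMP positive control.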
# Nrf2 block: Nrf2 pathway inhibition | AID 504444 | Potency, µM (top dose mostly 46 µM), without a hit: top-dose activity change, negative = inhibition, hits mostly inhibitors | 360,000 compounds, 2.1% hits | A549 ARE-Fluc reporter, luciferase luminescence, 18-24 h; further: potency means the concentration at half of the fitted maximal effect; on the % scale 0 is the no-effect control and ±100 the full control effect; nearly all actives have a fitted effect of over 60% in size
#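 Quantitative HTS in A549 cells stably bearing an antioxidant response element-firefly luciferase construct. Inhibition of Nrf2-driven transcription was scored by luminescence after 18-24 h of compound exposure at 37 °C.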
# The depositor's hits bear a star; i = inactive; ? = inconclusive; . = no result given; [ ] = remark or other dose. Unless noted, the call rests on the fitted dose curve; in most records, active means well fitted curve in the direction sought with a large enough effect; inconclusive means small, poorly fitted or top-dose-only effect, or another doubt; inactive means no such curve, though single readings can be large; an effect the other way counts as inactive or inconclusive.
SMILES,A549 tox,ATXN viability,TGFb SMAD3 inh,Nrf2 ARE act,IL-2 act,ATXN2 expr inh,HepG2 tox,EPAC2 ag,Nrf2 block
CC1(C)NC(=O)N(CCOCCOc2cccc(Oc3ccccc3)c2)C1=O,-7%,i,-13%,4.8%,-4.8,-1%,-25%,16%,-16%
c1csc(-c2cnc3ccccc3n2)c1,0%,i,-7%,?,-1.5,61%[activator],7%,3%,?
Cc1cc(C)cc(C(=O)NCC(=O)OCC(=O)N(C)c2ccccc2)c1,0%,i,4%,-0.3%,0.5,-25%,2%,-3%,?
O=C(CN1CCOc2ccccc21)NCc1ccc(Cl)cc1,0%,i,8%,0.2%,-2.6,1%,0%,1%,-12%
Cc1noc(C)c1S(=O)(=O)N(CC(=O)NC1CCCC1)c1ccc(C(C)C)cc1,0%,i,-6%,0.1%,0.3,.,-1%,-3%,-5%
CNC(=O)CSc1nc2ccccc2c(=O)n1C1CCCCC1,-9%,.,9%,6.7%,3.1,.,-14%,6%,-10%
Cc1cccc(N2CCN(C(=S)c3ccc([N+](=O)[O-])cc3)CC2)c1,-3%,i,0%,-0.5%,-3.0,-5%,1%,8%,4%
CCN1C(=O)CC(N2CCC(C(=O)OC)CC2)C1=O (stereo not given),-1%,i,-4%,-0.4%,-3.1,-2%,3%,0%,.
O=C(CCc1nc2ccccc2s1)Nc1cccnc1,2%,i,1%,2.9%,-0.2,10%,-12%,1%,20%
COc1ccccc1N1CCN(S(=O)(=O)CCNC(=O)COc2ccc(F)cc2)CC1,7%,.,-16%,2.6%,.,.,-29%,.,.

# For convenience, 7 of the compounds above:
SMILES,A549 tox,ATXN viability,TGFb SMAD3 inh,Nrf2 ARE act,IL-2 act,ATXN2 expr inh,HepG2 tox,EPAC2 ag,Nrf2 block
O=C(CN1CCOc2ccccc21)NCc1ccc(Cl)cc1,0%,i,8%,0.2%,-2.6,1%,0%,1%,-12%
Cc1noc(C)c1S(=O)(=O)N(CC(=O)NC1CCCC1)c1ccc(C(C)C)cc1,0%,i,-6%,0.1%,0.3,.,-1%,-3%,-5%
CNC(=O)CSc1nc2ccccc2c(=O)n1C1CCCCC1,-9%,.,9%,6.7%,3.1,.,-14%,6%,-10%
Cc1cccc(N2CCN(C(=S)c3ccc([N+](=O)[O-])cc3)CC2)c1,-3%,i,0%,-0.5%,-3.0,-5%,1%,8%,4%
CCN1C(=O)CC(N2CCC(C(=O)OC)CC2)C1=O (stereo not given),-1%,i,-4%,-0.4%,-3.1,-2%,3%,0%,.
O=C(CCc1nc2ccccc2s1)Nc1cccnc1,2%,i,1%,2.9%,-0.2,10%,-12%,1%,20%
COc1ccccc1N1CCN(S(=O)(=O)CCNC(=O)COc2ccc(F)cc2)CC1,7%,.,-16%,2.6%,.,.,-29%,.,.

# Following part.
SMILES,A549 tox,ATXN viability,TGFb SMAD3 inh,Nrf2 ARE act,IL-2 act,ATXN2 expr inh,HepG2 tox,EPAC2 ag,Nrf2 block
O=c1c(Cc2ccccc2)c(O)ccn1Cc1ccco1,2%,i,-6%,0.2%,-0.2,-20%[11.3 µM],-11%,7%,8%
C/C(=N\NC(=O)Cc1ccc(F)cc1)c1ccc(O)cc1,-2%,i,12%,0.4%,-0.5,.,-6%,6%,?
COc1ccc(S(=O)(=O)NCCc2c[nH]c3ccc(C)cc23)cc1,16%,i,-1%,0.9%,-0.4,-1%,-5%,7%,?
COc1cccc(/C=C/C(=O)OCC(=O)NCCc2ccccc2)c1,0%,i,8%,0.8%,4.1,-23%,-19%,9%,-4%
O=[N+]([O-])c1ccc(OCCCCCN2CCOCC2)cc1,-10%,i,9%,-0.8%,-0.1,-2%,-5%,13%,-6%
CN(Cc1ccccc1)C(=O)COC(=O)c1c[nH]c2ccccc12,.,i,1%,1.3%,-2.6,.,-6%,8%,.
CCN(CC)S(=O)(=O)c1cc(NC(=O)COC(=O)CCc2nc3ccccc3s2)ccc1C,8%,i,-8%,0.3%,-3.4,1%,-6%,14%,-3%
O=C(CN1c2ccccc2S(=O)(=O)c2ccccc21)NCc1ccc(F)cc1,-4%,?,10%,-0.6%,-1.9,0%,-4%,4%,-11%
CC1(C)C(=O)Nc2ccccc2N1C(=O)c1ccc([N+](=O)[O-])cc1,29%,i,-27%,3.3%,-0.5,-13%,-8%,9%,-11%
Cc1occc1C(=O)N/N=C/c1ccc(N(C)C)cc1,0%,i,-2%,-0.7%,-3.5,0%,i,-7%,?
COc1ccc(NC(=S)Nc2cccc3ccccc23)cc1OC,10%,i,-15%,2.3%,-1.0,3%,1%,14%,?
CCN(CC)CC#Cc1ccc(C)cc1,-2%,i,17%,-0.3%,-2.8,-6%,7%,6%,1%
O=C(Nc1ccc(F)cc1)N1CCN(c2ccc(F)cc2)CC1,8%,i,9%,0.2%,5.1,0%,6%,9%,-3%
C[C@H](NC(=O)c1ccco1)C(=O)Nc1cc(S(=O)(=O)N2CCCC2)ccc1OCC(F)(F)F,1%,i,-11%,0.0%,-0.3,-4%,-18%,1%,-5%
COc1cc(Cl)c(C)cc1NC(=O)CSc1cc(Cl)ccc1Cl,4%,i,0%,2.9%,0.2,-2%,-25%,-5%,5%
CC(C)(C)C(=O)NCCCc1nc2ccccc2n1CCCOc1ccc(Cl)cc1,?,i,13µM*,1.8%,1.0,-31%,-17%,-11%,23µM*
C=CCn1cc(C(=O)NCCOC)c(=O)c2cc(S(=O)(=O)N(CC)CC)ccc21,-7%,i,-7%,-0.5%,-2.5,-8%,-27%,8%,-3%
OC(COc1c(F)cc(Br)cc1F)CN1CCN(c2ccc(F)cc2)CC1 (stereo not given),0%,i,-19%,3.5%,-0.1,-18%,-31%,9%,.
CCOc1ccc(CCNC(=O)C(CCC(N)=O)NC(=O)OCc2ccccc2)cc1OCC (stereo not given),1%,i,-15%,-0.4%,0.2,.,1%,-2%,-16%
Cc1ccc(CCNc2ncnc3onc(C)c23)cc1,-1%,?,-4%,4.7%,.,-29%,-25%,.,9.2µM*
CCN(C(=O)CN1C(=O)c2ccccc2S1(=O)=O)C1CCCCC1,-1%,i,-15%,0.1%,-0.2,5%,4%,6%,9%
CCOc1ccccc1N1CC(c2nc3ccccc3n2CCOc2ccc(OC)cc2)CC1=O (stereo not given),-10%,32µM*,?,0.2%,.,?,13µM*,.,?
COc1ccccc1CNCC(=O)Nc1cc(S(=O)(=O)N2CCCCCC2)ccc1Cl,-1%,?,-24%,-0.2%,-0.9,?,-17%,8%,?
CC1(C(=O)NS(=O)(=O)c2ccc(Cl)s2)CCN1C(=O)CCc1ccccc1 (stereo not given),.,i,47%[activator],0.1%,-0.1,12%,13%,8%,.
Cc1cccc(/C=N/NC(=O)c2cc(C3CC3)nc3ccccc23)n1,-4%,i,-13%,3.7%,-0.5,.,1%,8%,-22%
c1ccc(-c2nc(-c3ccco3)n3ccccc23)cc1,5%,i,-24%,11µM*,-0.9,-6%,8%,16%,3%
Cc1ccc(C)c(N2CCN(c3ccc(N4C(=O)COCC4=O)cc3[N+](=O)[O-])CC2)c1,12%,i,-2%,-0.9%,-1.5,-9%,16%,5%,-10%
COc1ccc(-c2nc(=S)n3ccsc3n2)cc1OC,-1%,i,-4%,-0.3%,-0.3,3%,-7%,-7%,4%
Cc1cc(=O)oc2c3c(cc(OCC(=O)N[C@@H](Cc4ccccc4)C(=O)O)c12)OC(C)(C)CC3,0%,i,80%[activator],-0.3%,0.8,4%,59%,0%,1%
O=C(CSc1n[nH]c(=O)[nH]c1=O)Nc1cccc(S(=O)(=O)N2CCOCC2)c1,0%,i,27%,4.3%,0.4,-22%,24%,2%,12%
COC(=O)CCc1c(C)[nH]c(C(=O)OCc2ccccc2)c1C,-1%,i,14%,1.3%,0.5,-6%,-23%,17%,10%
COc1ccc(/C=N/NC(=O)CSc2nnc(CCCc3ccc(OC)c(C)c3)o2)cc1,-15%,i,?,3.5%,0.3,-10%,-31%,11%,?
O=C(O)c1ccc(-n2nnnc2SCc2cccc(Br)c2)cc1,-1%,i,1%,-1.2%,1.0,-26%,-23%,-1%,-27%
COc1ccc(O)c(C(=O)c2cc(C#N)c(=O)n(-c3c(C)n(C)n(-c4ccccc4)c3=O)c2)c1,-1%,i,9%,0.7%,12,10%,-22%,3%,7%
O=C(Nc1ccc(F)cc1F)N1CCC(c2nc3ccccc3o2)CC1,-2%,i,-2%,0.9%,2.6,-2%,21%,6%,-30%
CON(C)S(=O)(=O)c1cccc(C(=O)N(CC(=O)Nc2ccccc2C(F)(F)F)Cc2ccco2)c1,-4%,i,-24%,-0.5%,-0.5,.,-32%,-4%,1%
CCOC(=O)c1[nH]c2ccc(OC)cc2c1NC(=O)c1cccc(OC)c1,8%,i,13%,1.8%,-1.9,-9%,-12%,2%,3%
Cc1oc(-c2cccc(Br)c2)nc1CN1CCC(C(=O)NCCc2ccc(Cl)cc2)CC1,0%,.,9%,0.6%,.,.,-41%,.,.
CN(C)c1ccc(-c2c(C3C4C=CCCC4(C)C(=O)N3Cc3ccccc3)ccc3ccccc23)cc1 (stereo not given),0%,.,?,.,.,.,-13%,.,-22%
NNC(=O)COc1ccc(C(F)(F)F)cc1,-2%,i,1%,3.1%,0.4,.,-8%,3%,-7%
Cc1ccc(C2=CC(c3ccccc3F)n3c(nc4ccccc43)N2)cc1C (stereo not given),4%,i,?,1.7%,.,-9%,-6%,.,.
O=C(Nc1ccc(Cl)cc1)c1cc(S(=O)(=O)N2CCc3ccccc32)ccc1F,11%,.,?,-1.1%,.,.,-30%,.,.
